Screening data: PubChem BioAssay, National Center for Advancing Translational Sciences (NCATS)
IMPase inh: membrane-permeable compound that blocks inositol monophosphatase | P97697 | CHO-M1 cells, IP1 accumulation, HTRF TR-FRET ratio | inhibition (IP1 accumulation), % at 46.1 µM | 120,000 tested, under 10 active | AID 901; active = well fitted curve in the direction sought with a large enough effect in the signal ratio, not every such curve was filed as active; inconclusive = small, poorly fitted or top-dose-only effect, or a change in a side signal; inactive = no such curve, though single readings can be large or run the other way; the % refers to the signal ratio;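 also: cells stimulated with carbachol in lithium chloride buffer; plate controls were DMSO basal wells for no effect and reference inhibitor wells for full effect; higher means more IMPase inhibition seen as more IP1 and lower FRET ratio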
Target sequence (P97697 whole entry, looked up): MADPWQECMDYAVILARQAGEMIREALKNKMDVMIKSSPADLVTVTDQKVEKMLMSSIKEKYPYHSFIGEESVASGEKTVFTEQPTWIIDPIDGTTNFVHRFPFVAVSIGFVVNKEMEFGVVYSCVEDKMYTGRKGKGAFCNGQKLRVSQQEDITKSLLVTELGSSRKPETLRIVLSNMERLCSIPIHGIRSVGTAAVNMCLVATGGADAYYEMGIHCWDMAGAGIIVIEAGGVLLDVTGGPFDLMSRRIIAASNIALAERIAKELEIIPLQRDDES
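CHO-M1, 2000 cells/well, cultured 16–30 h; cpd up to 46 uM; carbachol (50 uM solution, stimulation buffer w/ 50 mM LiCl, pH 7.4), 30 min 37C; IP-One TR-FRET, 10 min RT; Ex 320/Em 665, 620; Hill-fit AC50.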
Starred values were filed as active, the others as inactive; ? = inconclusive.

SMILES | IMPase inh
N#C/C(=C\c1ccc(-c2ccc(F)cc2F)o1)c1nc2ccccc2[nH]1 | -10
Cc1ccc(S(=O)(=O)n2nc(-c3ccc(Cl)cc3)nc2NCc2ccc(F)cc2)cc1 | 4
COc1cc2c(c(OC)c1)C(c1cccc(F)c1F)CC(=O)N2 (stereo unspecified) | ?
CCOc1ccc(S(=O)(=O)N(CC(=O)Nc2ccc3c(c2)OCO3)c2ccccc2)cc1 | 16
CC(C)c1ccc(Cn2c(COc3ccccc3)nc3ccccc32)cc1 | 5
CCOc1ccc(NC(=O)C2CC(=O)N(c3ccc(C(C)C)cc3)C2)cc1 (stereo unspecified) | 6
CSCCC(NS(=O)(=O)c1cccs1)C(=O)Nc1ccc(C)c(Cl)c1 (stereo unspecified) | 6
CCCOc1ccc(C(=O)Nc2cc(-c3nc4ccccc4[nH]3)ccc2C)cc1 | 0
COc1cc([C@@H]2Nc3c(F)cccc3[C@@H]3C=CC[C@@H]32)cc(Br)c1OC | 5
COC(=O)c1ccccc1NC(=O)c1ccc(COc2ccccc2Cl)o1 | ?
CCCOc1cccc(C(=O)Nc2cccc(NC(=O)c3ccc(Cl)cc3Cl)c2)c1 | 0
Nc1c(C(=O)Nc2ccc(OC(F)(F)F)cc2)sc2nc(-c3ccncc3)ccc12 | -12
Cc1cccc(NC(=O)CSc2nnc(CNC(=O)c3c(F)cccc3Cl)o2)c1C | -8
O=C(Nc1ccc(-c2nc3ccccc3o2)c(O)c1)c1cc(Cl)ccc1Cl | 3
COC(=O)c1ccc(Nc2nc(-c3ccccc3Cl)nc3ccccc23)cc1 | -11
CCC(CC)C(=O)N1c2ccccc2C(C)(c2ccccc2)CC1(C)C (stereo unspecified) | -2
O=C(Nc1cc2c(cc1C(=O)c1ccc(Br)cc1)OCCO2)c1ccc(Cl)cc1 | -5
O=C(O)c1ccc(NC(=O)c2cn(-c3ccccc3)nc2-c2ccc(Br)cc2)cc1 | -2
O=C(Nc1ccc(-c2nc3cc(Cl)ccc3o2)cc1)c1cc(Br)ccc1Cl | 5
CSc1nnc2n(-c3cccc(C)c3)c(=O)c3c4c(sc3n12)CCCC4 | 19

Some values from the list:
For IMPase inh, CCC(CC)C(=O)N1c2ccccc2C(C)(c2ccccc2)CC1(C)C (stereo unspecified) shows -2
For IMPase inh, O=C(Nc1ccc(-c2nc3cc(Cl)ccc3o2)cc1)c1cc(Br)ccc1Cl shows 5

2 records drawn at random from those above:
SMILES | IMPase inh
Nc1c(C(=O)Nc2ccc(OC(F)(F)F)cc2)sc2nc(-c3ccncc3)ccc12 | -12
CCCOc1cccc(C(=O)Nc2cccc(NC(=O)c3ccc(Cl)cc3Cl)c2)c1 | 0

Following part:
SMILES | IMPase inh
Cc1ccc2nc(-c3cccnc3)c(Nc3ccc(C(C)C)cc3)n2c1 | 13
CCc1nnc2c3ccccc3nc(Nc3ccccc3OC)n12 | ?
COc1ccccc1-c1nc(SCC(=O)Nc2ccc(C)c(C)c2)n[nH]1 | 0
COc1ccccc1C(=O)NC1(C(F)(F)F)NC(=O)N(CCc2ccccc2)C1=O (stereo unspecified) | 4
Cc1ccc(NCc2ccccc2-c2nnc(-c3ccccc3Cl)o2)c(C)c1 | 1
COC(=O)c1ccc([C@H]2Nc3ccc(S(=O)(=O)Nc4ccc(C)cc4)cc3[C@H]3C=CC[C@H]32)cc1 | -5
CCOc1cccc(C2c3c(oc4ccc(F)cc4c3=O)C(=O)N2CCc2ccc(OC)cc2)c1 (stereo unspecified) | -2
Cc1cc2nc(-c3cc(NC(=O)c4cc5ccccc5o4)ccc3Cl)oc2cc1C | -7
COc1ccc(N2CCN(c3cc(C)nc4nc(-c5ccc(C)cc5)nn34)CC2)cc1 | -12
CC(C)c1ccc(OCC(=O)N(Cc2ccc(N(C)C)cc2)C2CCS(=O)(=O)C2)cc1 (stereo unspecified) | 1
CCCCC(=O)Nc1cccc(-c2nc3ncccc3o2)c1C | -11
CCCOc1ccc(C(=O)Nc2cc(-c3nc4cc(C)cc(C)c4o3)ccc2C)cc1 | 2
CCc1nc2nc(C)c(NS(=O)(=O)c3ccc(C)cc3)c(=O)n2[nH]1 | -5
CCOc1cc(C2c3c(oc4ccccc4c3=O)C(=O)N2Cc2ccc(OC)cc2)ccc1O (stereo unspecified) | -3
CCCNC(=O)c1c(NC(=O)c2ccccc2F)sc2c1CCCCC2 | -1
Cc1ccc(-c2nnc(Nc3ccc(O)cc3)c3ccccc23)cc1S(=O)(=O)N1CCN(C)CC1 | 5
CC(C)c1ccc(C2CC(=O)Nc3cc4c(cc32)OCCO4)cc1 (stereo unspecified) | 2
CCOC(=O)c1c(NC(=O)c2ccc(OCC)c(Br)c2)sc2c1CCCC2 | 0
Cn1c(=O)c2c(nc(SCC(=O)Nc3ccc(F)cc3)n2Cc2ccc(Cl)cc2)n(C)c1=O | -2
Cc1ccccc1C(=O)NC1(C(F)(F)F)C(=O)Nc2c1c(=O)[nH]c(=O)n2-c1ccc(F)cc1 (stereo unspecified) | 9
Oc1ccc(-c2nc(-c3ccccc3)c(-c3ccc(Br)cc3)[nH]2)cc1 | -3
O=C(Nc1ccc(Br)c(Cl)c1)c1ccc(C(=O)Nc2ccc(Br)c(Cl)c2)cc1 | 7
Cc1cccc(CSc2nc3c(c(=O)[nH]2)CCC3)c1 | -12
Cn1c(Nc2ccc(Cl)cc2)cc(=O)n(C)c1=O | 5
Cc1ccc(NC(=O)Cn2c(-c3nonc3N)nc3ccccc32)cc1C | -3
Clc1ccc(CCNc2nc3cc(Cl)c(Cl)cc3n3cnnc23)cc1 | -1
COc1ccc(NC(=O)C(=O)NCc2ccco2)cc1 | -13
CCOC(=O)c1c(NC(=O)/C=C/c2ccc(OCC)c(OC)c2)sc2c1CCC2 | -1
Cc1cccc(Nc2nc(-c3ccccc3)c3cc(C)ccc3n2)c1 | -5
COc1cc(C)ccc1OCCn1c(-c2ccc(Cl)cc2)nc2ccccc2c1=O | 12

Three entries from above, sorted by formula weight, ascending.
SMILES | IMPase inh
CCOC(=O)c1c(NC(=O)/C=C/c2ccc(OCC)c(OC)c2)sc2c1CCC2 | -1
COc1cc(C)ccc1OCCn1c(-c2ccc(Cl)cc2)nc2ccccc2c1=O | 12
O=C(Nc1ccc(Br)c(Cl)c1)c1ccc(C(=O)Nc2ccc(Br)c(Cl)c2)cc1 | 7

Following part
SMILES | IMPase inh
COc1ccccc1N1CCN(c2nc3ccc(C)cc3nc2-n2nc(C)cc2C)CC1 | 0
O=C(Cn1nnc2sc3c(c2c1=O)CCCC3)Nc1ccc(F)c(Cl)c1 | -5
COc1cc(NC(=O)c2cccc(Cl)c2Cl)ccc1NC(=O)c1cc2ccccc2o1 | 20
O=C(Nc1sc2c(c1C(=O)Nc1ccc(Cl)cc1)CCCC2)c1cccs1 | -9
COc1cc2nc(Nc3cccc(F)c3)nc(N)c2cc1OC | -2
COc1ccc(-c2nc(SCC(=O)Nc3ccc4c(c3)OCO4)c(-c3ccc(OC)cc3)[nH]2)cc1 | -7
CCOc1ccc(S(=O)(=O)Nc2ccc3c(c2)c(C(C)=O)c(C)n3S(=O)(=O)c2ccc(OCC)cc2)cc1 | 2
CCc1nn2c(=O)c(S(=O)(=O)Nc3ccc(OC)c(Cl)c3)c(C)nc2s1 | 6
COC(=O)c1ccccc1NC(=O)CN1C(=O)COc2ccc(Cl)cc21 | 7
Cc1cccc(OCCn2c(SCC(N)=O)nc3ccccc32)c1 | 0
CCCCOc1ccc(Cn2c(=O)sc3ccccc32)cc1 | 1
Cc1cc2nnc(SCC(=O)Nc3ccc(F)c(Cl)c3)n2c2ccccc12 | 5
CCOc1ccccc1C(=O)NC1(C(F)(F)F)C(=O)Nc2c1c(=O)[nH]c(=O)n2-c1ccc(F)cc1 (stereo unspecified) | 12
CCCCOC(=O)c1c(C)oc2ccc(NS(=O)(=O)c3ccc(F)cc3C)cc12 | 0
CCOC(=O)c1ccc(Nc2nc(C)cc(C)n2)cc1 | 4
O=C(Nc1sc2c(c1C(=O)Nc1cccc(Cl)c1)CCCC2)c1cccs1 | 2
Cc1c(Cl)cccc1-n1c(CCC(=O)O)ccc1-c1cccs1 | 0
COc1cc(NC(=O)c2nc3ccccc3nc2C)cc(OC)c1OC | -5
Cc1cccc(NC(=O)Nc2ccc(Br)cc2)n1 | 7
COc1ccc(C2CC(=O)c3c([nH]c(C(=O)OCCOc4ccccc4)c3C)C2)cc1OC (stereo unspecified) | 6
CCOc1ccc(CCNC(=O)c2ccc(Nc3nc4ccccc4n4nnnc34)cc2)cc1OCC | 7
O=C(Nc1ccc2oc(-c3cccc(F)c3)nc2c1)c1ccc2ccccc2c1 | 7
Cc1cccc(Cn2c(=O)n(CCCC(=O)NCc3ccccc3Cl)c(=O)c3ccccc32)c1 | 2
COc1ccc(CCNC(=O)CN(c2ccccc2)S(=O)(=O)N(C)C)cc1 | 2
CCOc1ccc(-n2nc3ccc(NC(=O)Cc4ccccc4)cc3n2)cc1 | -16
Cc1cc(C)cc(NC(=O)Cn2c(=O)n(CC(=O)NCCc3ccccc3)c(=O)c3ccccc32)c1 | -1
CCCOc1ccc(/C=C/C(=O)Nc2sc(C)c(C)c2C(=O)OCC)cc1OC | -2
CCCC(=O)Nc1ccc2oc(-c3ccc(O)c(Br)c3)nc2c1 | -4
COC(=O)c1ccc(NC(=O)CSc2nc3ccc(OC)cc3[nH]2)cc1 | -2
Cc1ccc(-c2nc3cc(NC(=O)Cc4ccc(Cl)cc4)ccc3o2)cc1 | -7
CCOC(=O)c1sc(NC(=O)C(C)Oc2ccc(OC)cc2)c(C(=O)OCC)c1C (stereo unspecified) | -16
CCc1ccc(S(=O)(=O)Nc2cc3c(C(=O)OCc4ccccc4)c(C)oc3c3ccccc23)cc1 | ?
CC1=C(C(=O)Nc2ccc(C)cc2C)C(c2cccs2)n2nc(SCc3cccc(C)c3)nc2N1 (stereo unspecified) | 4
CCc1ccc(-c2nc(SCC(=O)NCC3CCCO3)c(-c3ccc(C)cc3)[nH]2)cc1 (stereo unspecified) | 2
COc1ccc(C2C(C(=O)Nc3ccccc3)=C(C)Nc3nc(-c4ccccc4)nn32)c(OC)c1 (stereo unspecified) | -1
COc1ccc(C2NC(=O)NC(C)=C2C(=O)Nc2ccccc2)cc1OC (stereo unspecified) | 3
COC(=O)c1ccc(NC(=O)CC2Nc3cc(C)c(C)cc3NC2=O)cc1 (stereo unspecified) | -1
COc1ccccc1N(CC(=O)NCCSCc1ccccc1Cl)S(C)(=O)=O | -2
COc1cccc(-c2nc(S(=O)(=O)c3ccccc3)c(NCc3ccccc3)o2)c1 | -2
COc1ccc(S(=O)(=O)N(CC(=O)Nc2cc(C)ccc2OC)Cc2ccccc2)cc1 | 4

An excerpt of these results, as a markdown table.
| Molecule | IMPase inh |
| --- | --- |
| COc1ccc(N2CCN(c3cc(C)nc4nc(-c5ccc(C)cc5)nn34)CC2)cc1 | -12 |
| CC(C)c1ccc(OCC(=O)N(Cc2ccc(N(C)C)cc2)C2CCS(=O)(=O)C2)cc1 (stereo unspecified) | 1 |
| CCCCC(=O)Nc1cccc(-c2nc3ncccc3o2)c1C | -11 |
| CCCOc1ccc(C(=O)Nc2cc(-c3nc4cc(C)cc(C)c4o3)ccc2C)cc1 | 2 |
| CCc1nc2nc(C)c(NS(=O)(=O)c3ccc(C)cc3)c(=O)n2[nH]1 | -5 |
| CCOc1cc(C2c3c(oc4ccccc4c3=O)C(=O)N2Cc2ccc(OC)cc2)ccc1O (stereo unspecified) | -3 |
| CCCNC(=O)c1c(NC(=O)c2ccccc2F)sc2c1CCCCC2 | -1 |

Continued.
SMILES | IMPase inh
CCOC(=O)c1cc(OC(=O)c2cc(OC)cc(OC)c2)n(-c2ccccc2)n1 | 1
O=C(Cn1c(=O)n(CCCS(=O)(=O)C2CCCCC2)c(=O)c2ccccc21)Nc1ccccc1C(F)(F)F | 2
CCOCCCn1c(=N)c(S(=O)(=O)c2ccc(Cl)cc2)cc2c(=O)n3cccc(C)c3nc21 | -5
Cc1ccc(NC(=O)c2c(NC(=O)c3ccccc3Cl)sc3c2CCC3)cc1 | -2
CCOC(=O)c1ccc(-c2ccc(/C=C(\C#N)C(=O)Nc3ccc(C)cc3OC)o2)cc1 | 13
CCCCCSc1nnc2c(n1)OC(CC)Nc1ccc(Br)cc1-2 (stereo unspecified) | ?
Cc1ccc(-n2c3nc(=O)[nH]c(=O)c-3cc3c(Cl)cccc32)cc1 | -10
O=C(CC(NCc1cccnc1)C(=O)O)Nc1ccc(F)cc1 (stereo unspecified) | ?
COc1ccc(/C=C/C(=O)Nc2ccc(Cl)cc2Cl)cc1 | -2

Not all compounds are listed (hit frequency here may not be typical).
